CBFb-RUNX1 inh: CBF-beta/RUNX1 interaction disruption | Q01196+Q13951 | AlphaScreen CBFb-His/RUNX1-biotin binding, biochemical | Potency, µM (top dose mostly 59.8 µM), inactives show at the highest dose activity, negative = inhibition, actives largely listed as inhibitors | 230,000 tested, under 10 active; further: % of control where 0% means no effect
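CBF-beta (His) and RUNX1 (biotin), 30 nM each; 20 min preassociation; + compound, 15 min; + beads 50 ng each (Ni, streptavidin), 90 min; RT; AlphaScreen read.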
Tau fluor counter: counter-screen for tau fibril formation inhibitors | tau K18 P301L Alexa594 fluorescence, heparin fibrillization | Potency, µM (highest dose often 57.7 µM), inactives show at the highest dose activity change, negative = decrease | hit rate 0.93% among 280,000 | AID 1463; further: potency means the concentration at half of the fitted maximal effect; on the % scale 0 is the no-effect control and ±100 the full control effect; nearly all actives have a fitted effect of over 55% in size
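Human tau K18 P301L (15 uM unlabeled, 0.24 uM Alexa 594-labeled) in 100 mM sodium acetate pH 7 with 20 uM heparin, 6 hr at 37 C. ThT 30 uM added, 1 hr ambient; Alexa 594 FP and total fluorescence read at 555/632 nm.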
TexasRed fluor: alters Texas Red total fluorescence, flagging assay interference; AID 1479; hit rate 0.29% among 280,000; Potency, µM (doses to about 106 µM), inactives show at the top dose fluorescence change, negative = quenching; TRb/SRC2 Texas Red total fluorescence interference; active means well fitted curve in either direction with a large enough effect; inconclusive means small, poorly fitted or top-dose-only effect; further: potency means the concentration at half of the fitted maximal effect; on the % scale 0 is the no-effect control and ±100 the full control effect
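Human TRb ligand-binding domain at 0.6 uM with 20 nM Texas Red SRC2 peptide in Tris buffer containing 1 uM T3 and 5% DMSO, incubated with compound 5 h at ambient temperature. Total fluorescence (555/632 nm) calculated as parallel + 2 × perpendicular.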
NPSR antagonist: blocks cAMP signaling of the human neuropeptide S receptor. Q6W5P4. CHO-NPSR cells, cAMP TR-FRET, antagonist mode. Potency, µM (highest dose often 38.3 µM), inactives show top-dose activity change, negative = inhibition, actives largely listed as inhibitors. hit rate 1% among 220,000. AID 1461; further: potency means the concentration at half of the fitted maximal effect; on the % scale 0 is the no-effect control and ±100 the full control effect; nearly all actives have a fitted effect of over 50% in size; many of its hits are not listed in these tables
Target sequence (Q6W5P4 whole entry, looked up): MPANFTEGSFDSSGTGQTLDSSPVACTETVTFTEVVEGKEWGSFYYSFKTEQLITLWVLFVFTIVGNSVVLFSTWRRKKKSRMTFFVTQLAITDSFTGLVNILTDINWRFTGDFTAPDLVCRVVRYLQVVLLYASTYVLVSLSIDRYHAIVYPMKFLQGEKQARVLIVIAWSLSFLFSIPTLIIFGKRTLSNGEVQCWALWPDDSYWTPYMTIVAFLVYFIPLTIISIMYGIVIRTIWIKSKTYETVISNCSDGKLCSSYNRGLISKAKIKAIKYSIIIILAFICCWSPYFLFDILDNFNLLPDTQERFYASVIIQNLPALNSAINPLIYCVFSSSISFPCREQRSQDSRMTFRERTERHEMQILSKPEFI
Tau fibril FP: tau fibrillization inhibition (FP) | K18 P301L tau heparin fibrillization, Alexa594 FP, 6 h | hit rate 0.39% among 280,000 | Potency, µM (highest dose often 57.7 µM), without a hit: at the top dose activity, negative = inhibition, hits mostly inhibitors | AID 1468; further: potency means the concentration at half of the fitted maximal effect; on the % scale 0 is the no-effect control and ±100 the full control effect; nearly all actives have a fitted effect of over 55% in size
Target sequence (P10636 561-689 P618L limits assumed): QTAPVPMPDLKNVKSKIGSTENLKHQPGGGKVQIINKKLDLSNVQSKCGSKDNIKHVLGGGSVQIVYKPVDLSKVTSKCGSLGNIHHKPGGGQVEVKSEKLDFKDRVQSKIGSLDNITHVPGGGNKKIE
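Steps: dispense K18 P301L tau (15 uM plus 0.24 uM Alexa 594 tracer, final) in pH 7 sodium acetate; add compound; add heparin (20 uM final); incubate 6 hr, 37 C; add ThT (30 uM final); after 1 hr ambient, read FP.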
TRb-SRC2 inh: inhibitors of human thyroid hormone receptor beta-SRC2 interaction. P10828. TRbeta-SRC2 peptide binding, fluorescence polarization; receptor liganded with 1 µM T3. Potency, µM (series often up to 106 µM), for inactives: at the top dose activity change, negative = inhibition, most hits filed as inhibitors. hit rate 0.065% among 280,000. AID 1469;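 further: potency means the concentration at half of the fitted maximal effect; plate controls were bound peptide for no effect and peptide without receptor for full effect; nearly all actives have a fitted effect of over 50% in size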
Target sequence (P10828 whole entry, looked up): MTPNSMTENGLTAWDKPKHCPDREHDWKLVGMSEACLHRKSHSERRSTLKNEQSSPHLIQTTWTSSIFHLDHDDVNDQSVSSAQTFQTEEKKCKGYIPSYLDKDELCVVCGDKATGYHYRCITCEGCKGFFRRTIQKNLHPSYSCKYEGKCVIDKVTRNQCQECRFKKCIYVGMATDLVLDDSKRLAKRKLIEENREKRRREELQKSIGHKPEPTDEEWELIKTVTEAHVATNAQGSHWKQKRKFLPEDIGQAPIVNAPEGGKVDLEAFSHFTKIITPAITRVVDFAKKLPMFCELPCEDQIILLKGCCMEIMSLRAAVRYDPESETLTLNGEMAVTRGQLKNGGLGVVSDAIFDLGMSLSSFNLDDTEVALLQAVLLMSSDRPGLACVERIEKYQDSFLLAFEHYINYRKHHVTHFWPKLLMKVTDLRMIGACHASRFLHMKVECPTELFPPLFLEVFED
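Human TRb ligand-binding domain (0.6 uM) is mixed with 20 nM Texas Red SRC2 peptide and 1 uM T3; after compound addition and 5 hr at ambient temperature, polarization is measured and normalized to unbound and bound controls.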
Epigenetic derep: derepresses silenced GFP reporter in murine cells; murine LDR cells, GFP reporter derepression, 30 h; Potency, µM (top dose mostly 53.9 µM), inactives show at the highest dose GFP activation, usual class: activators; hit rate 0.2% among 280,000; further: potency means the concentration at half of the fitted maximal effect; % of control where 0% means no effect; nearly all actives have a fitted effect of over 60% in size
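Readout is the number of GFP-expressing murine LDR cells, counted by cytometry following washing. Cells were treated with compound for 30 h at 37 C; the stably integrated CMV-GFP locus is normally silent.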
aGal spleen mod: alpha-galactosidase A (human) modulation; P06280; human spleen homogenate, 4MU-alpha-Gal fluorescence, 40 min; Potency, µM (doses to about 80 µM), for inactives: at the top dose activity change, negative = inhibition, actives largely listed as inhibitors; hit rate 0.008% among 240,000;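 further: potency means the concentration at half of the fitted maximal effect; 0% = enzyme with vehicle and -100% = no enzyme basal signal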
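Fluorogenic readout (Ex 365/Em 440 nm) of 4-methylumbelliferone released from 1 mM 4-MU-alpha-galactoside by spleen homogenate, 40 min at 37C, pH 5.0. Data normalized to no-enzyme and enzyme controls; Hill-equation AC50 from compound titrations.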
Numbers without * were called inactive; ? = inconclusive; . = no result given; [ ] = dose if it differs, or a comment. Unless noted, the call rests on the fitted dose curve; in most records, active means well fitted curve in the direction sought with a large enough effect; inconclusive means small, poorly fitted or top-dose-only effect, or another doubt; inactive means no such curve, though single readings can be large; an effect the other way counts as inactive or inconclusive.

nr	SMILES	CBFb-RUNX1 inh	Tau fluor counter	TexasRed fluor	NPSR antagonist	Tau fibril FP	TRb-SRC2 inh	Epigenetic derep	aGal spleen mod
1	Cn1c2ccccc2c2cnn(CC(=O)N3CCCCC3)c(=O)c21	10%	6%	-2%	12%	-1%	-4%	-1.7%	-13%
2	OCCCNC(=S)Nc1ccc2nc(-c3ccccn3)c(-c3ccccn3)nc2c1	1%	2%	-1%	-4%[46.1 µM]	-2%	-1%	-1.3%	1%
3	COC(=O)C1=C(C(=O)c2ccc(C)cc2)C(c2ccc(OC)c(OC)c2)n2nnnc2N1 (stereo not given)	2%	-4%	-1%	-19%[46.1 µM]	2%	-5%	0.1%	-5%
4	COc1ccc(NS(=O)(=O)c2ccc(NC(=O)c3ccccc3Br)cc2)nn1	5%	-5%	-1%	6%	1%	-1%	-1.4%	-12%
5	CCc1nnc(NC(=O)C2CC(=O)N(Cc3ccco3)C2)s1 (stereo not given)	12%	-5%	-1%	-4%[46.1 µM]	-11%	7%	-4.6%	2%
6	O=C(CC1Oc2ccccc2NC1=O)NCc1ccc(F)cc1 (stereo not given)	.	1%	1%	.	6%	1%	0.8%	.
7	Cc1cc(C)nc(NC(=O)CSc2ncccn2)n1	7%	-11%	0%[53 µM]	-18%	-4%	-4%[53 µM]	1.8%	3%
8	C(=N\Nc1nc2ccccc2s1)/c1ccccn1	?	-28%	-3%	?	5%	1%	?	-7%
9	CCC(C(=O)NN1C(=O)c2ccccc2C1=O)c1ccccc1 (stereo not given)	12%	2%	0%	-1%	-9%	5%	-0.4%	-7%
10	COc1ccc(N2CCN(C(=O)Cc3coc4ccc(C)cc34)CC2)cc1	.	-20%	0%	.	?	-1%	3.7%	.
11	CN(C)c1ccc(CNc2ccc3c(c2)ncn3C)cc1	-7%	16µM*[quencher]	-8%	-13%[46.1 µM]	0%	0%	13%	-6%
12	Brc1ccc2nc(-c3cccs3)c(NCC3CCCO3)n2c1 (stereo not given)	?	?	-7%	12%	17%	9%	-4.3%	9%
13	COc1ccc(COC(=O)c2ccc(N3CCCC3=O)cc2)cc1F	10%	-17%	-7%	-20%[46.1 µM]	6%	-7%	1.7%	-10%
14	CCCOc1ccc(CNC(=S)N/N=C/c2ccc([N+](=O)[O-])cc2)cc1	-9%	?	-1%	-4%[46.1 µM]	-7%	-19%	-0.9%	10%
15	Cc1ccc(S(=O)(=O)c2cn(Cc3ccccc3)c3cc(N4CCCC4)c(F)cc3c2=O)cc1	.	6%	?	.	4%	-5%	-1.2%	.
16	Fc1ccc(Br)cc1C1C=C(c2ccc(Br)s2)Nc2ncnn21 (stereo not given)	-3%	-20%	-8%	-20%[46.1 µM]	-6%	-4%	-1.1%	-12%
17	O=C(NC(=S)NCc1ccccc1)c1cccnc1	3%	4%	-3%	4%	6%	-6%	-2.2%	-3%
18	CCOC(=O)Cn1nnc2c(sc3nc4c(c(-c5ccc(Cl)cc5)c32)CCC4)c1=O	-5%	-13%	1%	-8%[46.1 µM]	-8%	4%	-0.4%	10%
19	CCc1nc2ccc(C(=O)NCc3ccc(N(C)C)cc3)cc2nc1CC	.	-6%	-28%	.	?	-1%	-1.3%	.
20	CSc1cccc(NC(=O)c2ccccn2)c1	4%	-14%	1%	14%	1%	0%	-5.9%	0%
21	O=C1[C@@H]2C(c3cccnc3)=NO[C@@H]2C(=O)N1c1ccc(Br)cc1	2%	6%	-1%	-30%	3%	7%	2.0%	4%
22	O=C(NNC(=O)c1cnccc1C(F)(F)F)c1ccccc1	6%	-8%	-5%	-3%	3%	4%	-1.3%	-6%
23	c1ccc2nc(C3=NCCN3)cnc2c1	19%[21.7 µM]	-6%	-3%	.	1%	1%	3.5%	-10%
24	COC(=O)C1C(=O)c2c(n[nH]c2C)CC1(C)C (stereo not given)	9%	-1%	-7%	1%[46.1 µM]	-1%	-2%	0.0%	0%
25	c1ccc(CSc2ccc(-c3ccco3)nn2)cc1	1%	-9%	1%	-5%	-2%	-9%	-1.0%	-8%
26	Cc1ccc(-c2cc(C(F)(F)F)c(C#N)c(SCC(=O)Nc3ccccc3)n2)cc1	.	-24%	-1%	.	?	-3%	?	.
27	O=C(NNS(=O)(=O)c1ccccc1F)c1sccc1-n1cccc1	9%	-6%	-4%	9%	-1%	-1%	1.3%	-4%
28	CCN(CC)S(=O)(=O)c1ccc(Cl)c(NC(=O)c2ccc(C#N)cc2)c1	-9%	-12%	0%[53 µM]	-19%	3%	7%[53 µM]	-0.3%	10%
29	CSc1nc(N(C)NC(=O)c2ccc(Cl)cc2)c2ccccc2n1	12%	-29%	1%	?	-5%	3%	0.9%	-1%
30	CCn1c(SCC(=O)OC)nnc1-c1c[nH]c2ccccc12	9%	.	-1%	-9%	.	0%	-1.0%	6%
31	COc1cccc2cc(-c3cn4c(n3)sc3cc(F)ccc34)c(=O)oc12	.	-6%	-3%	.	?	-2%	0.0%	.
32	CCCCCC(=O)NC(NC(=S)NC1CCS(=O)(=O)C1)C(Cl)(Cl)Cl (stereo not given)	-3%	10%	-4%	-4%[46.1 µM]	5%	-10%	-0.8%	3%
33	O=C(Nc1ccc(F)c([N+](=O)[O-])c1)C1CC(=O)N(Cc2ccccc2)C1 (stereo not given)	5%	-8%	-5%	-13%	0%	5%	-1.4%	-2%
34	Cc1ccc(-n2nc(C)c3c(C(=O)OCC(=O)N(C)C4CCS(=O)(=O)C4)cc(-c4ccccc4)nc32)cc1 (stereo not given)	2%	-21%	-3%	-19%	-14%	3%	0.2%	20%
35	N#Cc1nc(Cc2ccccc2)oc1NCCN1CCOCC1	3%	-2%	3%	6%[46.1 µM]	3%	2%	0.2%	10%
36	CCOC(=O)C1=C(CN2CCSCC2)NC(=O)NC1c1cc(C)ccc1C (stereo not given)	9%	-3%	-2%	24%[46.1 µM]	-2%	-3%	0.0%	-6%
37	CC(C)Cn1c(SCC(=O)NCc2ccc(Cl)cc2)nnc1-c1cccc(S(=O)(=O)N2CCOCC2)c1	7%	-3%	0%	-21%[46.1 µM]	6%	-3%	0.0%	0%
38	NS(=O)(=O)c1ccc(CCNC(=O)C(=O)c2c[nH]c3ccccc23)cc1	3%	-2%	2%	-3%	1%	3%	0.0%	-13%
39	C/C(=N\Nc1ccc(C(=O)O)cc1)c1ccc(-n2ccnc2)cc1	1%	-3%	-4%	2%	-1%	-9%	-2.5%	7%
40	COc1ccccc1N1CCN(C(=O)CSc2nnc(NC(=O)C3CC3)s2)CC1	-8%	-3%	-3%	-6%[46.1 µM]	5%	7%	-0.2%	-25%
41	Cc1nn(C)c(C)c1/C=C(/C(=O)C(C)C)n1cncn1	4%	-1%	-1%	32%	0%	7%	-4.9%	-1%
42	COc1cc(/C=N/NC(=O)Cn2cnc3c2c(=O)n(C)c(=O)n3C)ccc1O	6%	-10%	2%	-13%	8%	-2%	0.1%	1%
43	COc1ccccc1NC(=O)CCN1C(=O)C2CC=C(Cl)CC2C1=O (stereo not given)	-2%	-18%	0%	-8%[46.1 µM]	-1%	-4%	0.0%	-7%
44	CCNC(=O)NC(=O)c1csc([N+](=O)[O-])c1	2%	-14%	0%	-13%	-3%	3%	0.1%	0%
45	O=C1c2ccccc2C(=O)N1CC1c2ccccc2CCN1C(=O)N1CCOCC1 (stereo not given)	7%	-10%	-4%	-7%[46.1 µM]	0%	6%	-1.0%	0%
46	C[C@H](NC(=O)c1ccco1)C(=O)NCCc1ccc(S(N)(=O)=O)cc1	-1%	9%	1%	11%	-1%	0%	-2.6%	2%
47	O=C(O)c1ccccc1COc1ccccc1Cl	5%	1%	-1%	-6%[46.1 µM]	3%	-5%	0.9%	5%
48	O=C(CNc1ccccc1F)N/N=C/C1CC=CCC1 (stereo not given)	-4%	-6%	-2%	2%	-7%	7%	0.0%	2%
49	COC(=O)c1ccc(-n2c(C)cc(/C=N/Nc3nc(C)cc(=O)[nH]3)c2C)cc1	-27%	-22%	4%	-7%	4%	-5%	-1.1%	-2%
50	CCN(CC)C(C(=O)NC1CCCCC1)c1ccc(C)cc1 (stereo not given)	-3%	0%	1%	4%	0%	-4%	13%	-4%
51	C(=N\N1CCN(c2ccccn2)CC1)/c1ccco1	-5%	-4%	-4%	6%	-10%	0%	1.1%	-5%
52	NS(=O)(=O)c1ccc(CNC(=O)c2csc3c2CCCC3)cc1	6%	-2%	-1%	14%	3%	10%	-0.7%	11%

One compound at a time (already shown).
O=C(O)c1ccccc1COc1ccccc1Cl is listed as CBFb-RUNX1 inh = 5%; Tau fluor counter = 1%; TexasRed fluor = -1%; NPSR antagonist = -6%[46.1 µM]; Tau fibril FP = 3%; TRb-SRC2 inh = -5%; Epigenetic derep = 0.9%; aGal spleen mod = 5%
C(=N\N1CCN(c2ccccn2)CC1)/c1ccco1 is listed as CBFb-RUNX1 inh = -5%; Tau fluor counter = -4%; TexasRed fluor = -4%; NPSR antagonist = 6%; Tau fibril FP = -10%; TRb-SRC2 inh = 0%; Epigenetic derep = 1.1%; aGal spleen mod = -5%
COc1ccccc1NC(=O)CCN1C(=O)C2CC=C(Cl)CC2C1=O (stereo not given) is listed as CBFb-RUNX1 inh = -2%; Tau fluor counter = -18%; TexasRed fluor = 0%; NPSR antagonist = -8%[46.1 µM]; Tau fibril FP = -1%; TRb-SRC2 inh = -4%; Epigenetic derep = 0.0%; aGal spleen mod = -7%

Source: PubChem

The list is partial; count on the stated rates, not on these rows.
